M. tuberculosis GlmU: inhibition of mycobacterial GlmU enzyme – biochemical, glucosamine-1-phosphate acetyltransferase (AID 1376); M. tuberculosis GlmU acetyltransferase enzyme assay; higher % means a stronger effect; inhibition, %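 (tested at 30 µM in the primary screen)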, or IC50 in µM where a hit was titrated; 220,000 tested, 0.25% active; in the data active means inhibition above about 13%;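 further: 0% = complete reaction with vehicle and 100% = reaction without substrate; strong numbers were not always called active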
Mtb RmlCD inh: blocks M. tuberculosis RmlC and RmlD coupled enzymes; P9WH09+P9WH11; RmlC+RmlD coupled enzyme assay, percent inhibition; primary screen in compound mixtures; inhibition, % at 3.6 µM; 160,000 tested, 0.03% active; AID 1533; in the data active means inhibition mostly above about 34%, no sharp cut-off; further: some results filed as inactive read as strong as hits
Target sequence (P9WH09 whole entry, looked up): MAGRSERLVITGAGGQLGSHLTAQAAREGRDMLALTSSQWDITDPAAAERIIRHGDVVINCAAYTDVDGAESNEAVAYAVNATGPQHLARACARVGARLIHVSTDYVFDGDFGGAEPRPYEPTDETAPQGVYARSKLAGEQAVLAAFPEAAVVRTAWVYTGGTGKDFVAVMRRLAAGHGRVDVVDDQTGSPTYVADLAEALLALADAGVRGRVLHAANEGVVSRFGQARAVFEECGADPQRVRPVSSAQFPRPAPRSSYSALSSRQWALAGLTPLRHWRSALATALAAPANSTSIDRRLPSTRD
Target sequence (P9WH11 whole entry, looked up): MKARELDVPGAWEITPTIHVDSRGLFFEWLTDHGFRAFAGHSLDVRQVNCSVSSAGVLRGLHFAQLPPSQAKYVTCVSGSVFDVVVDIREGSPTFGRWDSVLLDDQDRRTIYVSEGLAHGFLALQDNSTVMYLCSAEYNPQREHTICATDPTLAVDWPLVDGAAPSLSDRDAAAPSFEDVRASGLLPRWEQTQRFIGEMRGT
Active calls of the source: *; / = not tested or not shown.

SMILES	M. tuberculosis GlmU	Mtb RmlCD inh
COc1ccc(-c2nn(C)c(=O)c3ccccc23)cc1NC(=O)Cn1nc(C)c2ccccc2c1=O	1.8%	8
CCOC(=O)c1ccc(Nc2cc(C)nc(N3CCOCC3)n2)cc1	-1.0%	6
COc1ccc(/C=N/Nc2nnc(Cc3ccc(OC)c(OC)c3)c(=O)[nH]2)cc1OC	1.9%	-10
COc1cc(C2NC(=O)C(C#N)=C(S)N2c2ccc(C)cc2)ccc1OC(C)C (stereo not given)	6.7%	-2
NC(=O)Cc1cn(-c2ncc(C(F)(F)F)cc2Cl)c2ccccc12	0.8%	-5
CCN(CC)CC#CCC(O)(c1ccccc1)c1ccccc1	-0.7%	-4
Nc1nc(NC(=O)c2ccco2)nn1-c1ccccc1	3.1%	/
CCOC(=O)Nc1ccc2c(c1)N(C(=O)CCN1CCOCC1)c1ccccc1S2=O (stereo not given)	-1.2%	14
C/C(=N\Nc1ccc2nncn2n1)c1ccco1	/	-2
Cc1ccc(S(=O)(=O)N(C)c2ccc(OCC(=O)Nc3nnc(C4CC4)s3)cc2)cc1	2.3%	-1
O=C(CSc1nccn1-c1ccc(Cl)cc1)N1CCCc2ccccc21	2.7%	/
N#Cc1c(N)nc(Sc2ccc(Cl)cc2)c(C#N)c1-c1ccccc1Cl	2.2%	-4
CCN(CC(=O)c1c(N)n(C)c(=O)n(C)c1=O)c1cccc2ccccc12	4.5%	-5
CCOC(=O)C1CN(S(=O)(=O)c2ccccc2)CCN1S(=O)(=O)c1ccccc1 (stereo not given)	5.2%	-5
Cc1ccc2[nH]c(=O)c(CN(CC3COCCO3)C(=O)Nc3ccccc3F)cc2c1 (stereo not given)	-3.8%	-8
O=C(CN1C(=O)COc2ccccc21)N1CCCc2ccccc21	-3.5%	6
Cc1ccc(S(C)(=O)=O)cc1S(=O)(=O)Nc1cccc(Cl)c1	3.2%	-10
CC(=O)Nc1ccc(NC(=O)C(C)OC(=O)CN(C)S(=O)(=O)c2ccc(Cl)cc2)cc1 (stereo not given)	-0.1%	/
CC(Oc1ccc(Cl)cc1Cl)C(=O)N/N=C1\CCCc2ccccc21 (stereo not given)	4.9%	6
CC1CCN(C(=S)SCc2nc(N)nc(Nc3ccccc3)n2)CC1	4.0%	3

Compound profiles, from the list above.
Record of CCOC(=O)C1CN(S(=O)(=O)c2ccccc2)CCN1S(=O)(=O)c1ccccc1 (stereo not given) = M. tuberculosis GlmU = 5.2%; Mtb RmlCD inh = -5
Record of CC(Oc1ccc(Cl)cc1Cl)C(=O)N/N=C1\CCCc2ccccc21 (stereo not given) = M. tuberculosis GlmU = 4.9%; Mtb RmlCD inh = 6

Next section.
SMILES	M. tuberculosis GlmU	Mtb RmlCD inh
OCCC1CN(Cc2ccccc2-c2ccco2)CCN1Cc1ccsc1 (stereo not given)	-0.6%	/
Cn1c(O)c(C(=NCCc2c[nH]c3ccccc23)c2ccccc2)c(=O)n(C)c1=O	0.5%	4
Cc1cc(SCC(=O)c2cc(C)n(C)c2C)nc2ccccc12	1.3%	-8
COC(=O)C1=C(C)N=C2SC(C)C(=O)N2C1c1cccs1 (stereo not given)	-4.2%	/
O=C(NCCc1c[nH]c2ccccc12)c1ccc(-n2cnnn2)cc1	-8.2%	5
Cc1c(Br)c([N+](=O)[O-])nn1CCCC(=O)Nc1sc2c(c1C#N)CCC2	5.8%	2
COCCNC(=O)CCc1c(C)nc2nc(-c3cc(OC)cc(OC)c3)nn2c1C	0.7%	8
CCC(=O)N1c2ccccc2NC2=C(C(=O)CCC2)C1c1cccnc1 (stereo not given)	-6.3%	/
c1c(C2CCCCC2)n[nH]c1CN1CCCCC1	7.2%	-5
O=C(COc1ccc2ccccc2c1)NCCn1ccc2ccccc21	1.5%	-9
CC(C)CC(NC(=O)c1cccs1)c1nnc(SCc2ccc(Cl)c(Cl)c2)n1C (stereo not given)	4.4%	-5
c1ccc(C2=NN(c3ccccc3)CC2)cc1	-2.6%	/
O=C(O)C[C@H]1c2cc(F)ccc2S(=O)(=O)N1Cc1ccccc1	6.5%	/
CN(C)c1oc(-c2ccccc2Cl)nc1P(=O)(c1ccccc1)c1ccccc1	-4.5%	-5
N#Cc1c(-c2ccccc2)c(-c2ccccc2)n(Cc2ccco2)c1NC(=O)c1cccs1	5.8%	14
N#Cc1cc(-c2ccc(Cl)cc2)cn(Cc2c(Cl)cccc2Cl)c1=O	3.5%	-12
O=C1C2C3C=CC([C@@H]2C(=O)N1Cc1cccnc1)C31CC1 (stereo not given in full)	-1.0%	/
Cc1nnc(SC(C(=O)Nc2ccc(Cl)c([N+](=O)[O-])c2)c2ccccc2)[nH]c1=O (stereo not given)	0.5%	-11
Cc1cc(C)c(C2C3=C(Nc4c2c(C)nn4-c2ccccn2)c2ccccc2C3=O)c(C)c1 (stereo not given)	-2.0%	/
O=C(COc1ccc(Cl)cc1)Nc1ccc(Cc2ccncc2)cc1	-7.8%	10
CC(C)n1cc(C(=O)N(CC(=O)NC2CCCC2)Cc2ccccc2)cn1	2.8%	/
CCOC(=O)c1ccc(N2C(=O)CC(N(Cc3ccc4c(c3)OCO4)C(=O)Nc3ccccc3)C2=O)cc1 (stereo not given)	3.0%	-10
COc1cc(C2C3C(=O)N(c4ccccc4)C(=O)C3ON2c2ccccc2)ccc1O (stereo not given)	5.5%	-17
CCCC(=O)NCc1nc2ccccc2n1C	1.8%	8
COc1cccc(OC)c1OCc1cc(C2C3CCCC=C3C(C#N)=C(N)C2(C#N)C#N)c(C)cc1C (stereo not given)	-3.1%	9
Clc1cccc(Cl)c1CSc1nnc(CN2CCOCC2)n1-c1ccccc1	1.6%	-8
Cc1cccc(NC(=S)N(CCN(C)C)Cc2cccs2)c1	-3.1%	8
CCOC(=O)c1c(N)sc(C(O)(C(F)(F)F)C(F)(F)F)c1-c1ccccc1	-1.9%	14
CC1(C)CC(CC(=O)O)(c2ccc(F)cc2)CCO1 (stereo not given)	2.0%	-5
O=C(c1cc(-c2ccc(Cl)cc2)n(-c2cc(Cl)ccc2Cl)n1)N1CCOCC1	0.0%	/

Two records picked at random from the list so far:
SMILES	M. tuberculosis GlmU	Mtb RmlCD inh
COc1cc(C2C3C(=O)N(c4ccccc4)C(=O)C3ON2c2ccccc2)ccc1O (stereo not given)	5.5%	-17
Clc1cccc(Cl)c1CSc1nnc(CN2CCOCC2)n1-c1ccccc1	1.6%	-8

Following part:
SMILES	M. tuberculosis GlmU	Mtb RmlCD inh
COc1ccc(N(CC(=O)Nc2nccs2)S(=O)(=O)c2c(C)nn(C)c2C)cc1	3.0%	-7
COCCN1C(=O)C(=O)/C(=C(/O)c2cccc(OC)c2)C1c1ccco1 (stereo not given)	2.7%	-4
CCCNC(=O)CCc1cc(C(C)(C)C)c(O)c(C(C)(C)C)c1	-4.1%	-4
O=C(NCCc1ccc(Cl)cc1)Nc1ccc(Cl)cc1	4.9%	-7
CCC(C)c1ccccc1NC(=O)C(C)NCCN(C)C (stereo not given)	1.8%	-12
CCOc1nc(NCc2ccco2)nc(Nc2ccc(OC)cc2)n1	-2.8%	5
Cc1cc(NC(=O)c2c(-c3ccccc3Cl)noc2C)no1	5.3%	/
CCOc1ccc(C(=O)CCC(=O)NC(C)C(=O)OC)cc1 (stereo not given)	0.6%	4
CCN(CC)S(=O)(=O)c1cc([N+](=O)[O-])ccc1N=Nc1c(O)[nH]c2ccccc12	-3.9%	-6
CC(C)(C)C1CCC(=NNS(=O)(=O)c2ccc(Br)cc2)CC1 (stereo not given)	5.2%	/
O=C(COC(=O)CCCNC(=O)c1ccc(Cl)cc1)NC1CC1	-1.9%	/
CN(C)CCCNC(=O)/C(=C\c1ccc(-c2cccc([N+](=O)[O-])c2)o1)NC(=O)c1ccccc1	-7.4%	-10
Nc1nc(SCC(=O)Nc2ncc(C(F)(F)F)cc2Cl)n[nH]1	-3.3%	-14
O=C1CC(c2c[nH]c3ccccc23)C(=O)N1c1ccccc1 (stereo not given)	18%	/
c1ccc2oc(N3CCNCC3)nc2c1	2.1%	/
COc1ccccc1C(=O)Nn1cnc2ccccc2c1=O	-7.8%	/
O=C(Cc1ccccc1)OCn1nnc2ccccc2c1=O	-1.6%	15
COC(=O)c1sc(NC(C)=O)c(C(=O)OC)c1C	-0.8%	13
COc1ccc(OC)c2c1sc(=NC(=O)C(C)(C)C)n2C	/	5
c1ccc(OCCN2CCN(Cc3nc(-c4ccc5c(c4)OCO5)no3)CC2)cc1	-0.6%	/
[O-]C1=N/[N+](=C/c2ccccc2)CC1	-0.1%	-5
CC1=C(C(=O)N2CCOCC2)C(c2c(F)cccc2F)NC(=O)N1 (stereo not given)	-4.2%	-5
O=Cc1ccccc1Oc1nc(N2CCOCC2)nc(N2CCOCC2)n1	1.9%	-13
CCc1ccc(N(CC(=O)NC2CCCCC2)S(=O)(=O)c2c(C)noc2C)cc1	3.6%	6
COc1ccc(OC)c(NC(=O)CSc2nnc(CNC(=O)COc3ccc(Cl)cc3)o2)c1	0.5%	/
COC(=O)c1ccc(NC(=O)CNC(=O)C2CCCCC2)cc1	5.5%	7
CN(NC(=O)c1c(Cl)cccc1Cl)c1cccc(Cl)n1	-4.0%	7
CC1CCc2nc(N)c(C#N)c(-c3cccnc3)c2C1 (stereo not given)	5.6%	-7
CS(=O)(=O)N(CC(=O)N1CCOCC1)c1ccc2c3c(cccc13)CC2	1.8%	/
O=C(Nc1cc(Sc2nc3ccccc3s2)cc([N+](=O)[O-])c1)c1cccc(F)c1F	-0.8%	10
OC1CCC(NC(=S)Nc2ccc(SC(F)F)cc2)CC1 (stereo not given)	4.3%	-13
COc1ccc(-n2c(=O)c3c4c(sc3n(CC(=O)Nc3cc(C)[nH]n3)c2=O)CCCC4)c(OC)c1	-1.7%	-3
CCOP(=O)(OCC)C(NC(=O)c1ccc(OC)cc1)c1ccccc1 (stereo not given)	1.1%	13
COc1ccccc1NC(=O)c1ccc(-n2cccn2)c([N+](=O)[O-])c1	0.5%	6
CCCn1ncc(CN2CCN(CCc3ccccc3)C(CCO)C2)c1C (stereo not given)	-4.7%	/
COc1ccc(CCNC(=O)C2CC(=O)N(CCc3ccccc3)C2)cc1OC (stereo not given)	-6.1%	-5
O=C(CCCc1nc2ccccc2s1)N1CCN(c2ccccc2F)CC1	2.1%	-6
CCCNS(=O)(=O)c1ccc(OCC(=O)NCc2ccco2)cc1	2.1%	/
Cc1ccc(S(=O)(=O)/N=C(/Nc2nc(C)cc(C)n2)N2CCOCC2)cc1	1.1%	/
O=C(NCCCCNC(=O)c1cccnc1)c1cccnc1	-0.4%	64
O=C(CSc1nc(-c2ccccc2)cc(=O)[nH]1)NCc1ccc2c(c1)OCO2	-1.2%	0
COc1ccc(N2CC(C(=O)NCCc3ccc(OC)c(OC)c3)CC2=O)cc1 (stereo not given)	6.7%	/
CCCc1nc(NCc2ccco2)c(C#N)c2c1COC(C)(C)C2	-3.2%	/
Cc1cccc(NC(=O)CSc2nc3c(c(=O)[nH]2)CCCC3)c1C	0.8%	-11
O=c1oc2ccccc2cc1-c1csc(NN=C2CCCCC2)n1	-4.1%	15
Nc1cc(Cl)ccc1N1CCCCC1	1.9%	7
S=C(NCC1CCCCC1)Nc1cccnc1	1.9%	/
O=C(NCc1ccc2c(c1)OCO2)c1cc(-c2ccccc2)nn1CC1CC(c2cccnc2)=NO1 (stereo not given)	4.6%	/
CCCN1C=CC(=C/C=C(\C#N)C(=O)OCC)C=C1	-0.9%	1
Cc1cc(C)c(-c2cc(NC(=O)COC(=O)c3ccc(C#N)cc3)n(-c3ccccc3)n2)cc1C	1.6%	-9

Grouped by structure: the compounds so far with a CF3 group (three)
SMILES	M. tuberculosis GlmU	Mtb RmlCD inh
NC(=O)Cc1cn(-c2ncc(C(F)(F)F)cc2Cl)c2ccccc12	0.8%	-5
CCOC(=O)c1c(N)sc(C(O)(C(F)(F)F)C(F)(F)F)c1-c1ccccc1	-1.9%	14
Nc1nc(SCC(=O)Nc2ncc(C(F)(F)F)cc2Cl)n[nH]1	-3.3%	-14

Carrying on:
SMILES	M. tuberculosis GlmU	Mtb RmlCD inh
CCN=C1S/C(=C\c2cc(Br)ccc2OCC(=O)OCC)C(=O)N1CC	3.4%	-9
C/C=C(\C)C(=O)N1CC2(CC(c3cccc(NC(=O)CC(c4ccccc4)c4ccccc4)c3)=NO2)C[C@H]1C(N)=O (stereo not given in full)	5.9%	3
O=C(O)/C(=C\C(=O)c1ccccc1)Nc1ccccc1	5.3%	-10
Cc1cccc(NC(=O)CN2C(=O)S/C(=C\C(=O)Nc3ccc(Cl)cc3)C2=O)c1	4.3%	6
CC1Cn2c(nc3sc4c(c3c2=O)CCC4)N1CCO (stereo not given)	2.4%	/
O=C(CN1C(=O)CSc2ccc(C(F)(F)F)cc21)Nc1ccccc1	-1.8%	10
CCn1c(SCc2ccc(C(=O)OC)o2)nc2sc3c(c2c1=O)CCCC3	12%	/

Part of the list above, field by field.
Cc1cccc(NC(=O)CN2C(=O)S/C(=C\C(=O)Nc3ccc(Cl)cc3)C2=O)c1
  M. tuberculosis GlmU = 4.3%
  Mtb RmlCD inh = 6
CC1Cn2c(nc3sc4c(c3c2=O)CCC4)N1CCO (stereo not given)
  M. tuberculosis GlmU = 2.4%
  Mtb RmlCD inh = /
O=C(CN1C(=O)CSc2ccc(C(F)(F)F)cc21)Nc1ccccc1
  M. tuberculosis GlmU = -1.8%
  Mtb RmlCD inh = 10
CCn1c(SCc2ccc(C(=O)OC)o2)nc2sc3c(c2c1=O)CCCC3
  M. tuberculosis GlmU = 12%
  Mtb RmlCD inh = /

Only part of the results is shown. The share of hits here may be higher or lower than overall.
